PKM2 activator: increases activity of human pyruvate kinase M2; P14618; purified PKM2, Kinase-Glo ATP luminescence, activation; response scale: 0% is enzyme alone, no compound; Potency, µM (doses to about 57.5 µM), for the others: at the highest dose activation, most hits filed as activators; 0.34% of 260,000 active; also: potency is read from the fitted curve at half-maximal effect; % is scaled to controls: 0 for no effect and ±100 for the full control effect; nearly all actives have a fitted effect of over 55% in size
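Kinase-Glo luminescence reports ATP generated from ADP (0.1 mM) and PEP (0.5 mM) by purified hPK-M2 after 1 h at room temperature, pH 7.2 imidazole buffer; intermediate enzyme activity allows detecting inhibitors and activators.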
MBNL1-CUG inh: blocks human MBNL1 binding to CUG repeat RNA. Q9NR56. TR-FRET MBNL1-His/biotin-(CUG)12 binding, 665/545 ratio. Potency, µM (series often up to 57.5 µM), for the others: at the top dose activity change, negative = inhibition, most hits filed as inhibitors. 0.036% of 280,000 active; active = well fitted inhibition curve with a large enough effect in the signal ratio, with a control signal flat, not every such curve was filed as active; inconclusive = small, poorly fitted or top-dose-only effect, or effect the other way, or a change in a side signal; inactive = no such curve, though single readings can be large or run the other way; the % refers to the signal ratio; also: potency is read from the fitted curve at half-maximal effect; % is scaled to controls: 0 for no effect and ±100 for the full control effect
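MBNL1-His + Biotin-(CUG)12, cpd titration 92 nM–58 uM; Tb anti-His Ab 0.055 ng/ul, SA-XL665 5 nM (final); 60 min RT; ratiometric 665/545 nm, Ex 340 nm; normalized to buffer and full-complex controls.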
Eya2 phos inh: blocks the phosphatase activity of human Eya2; O00167; recombinant Eya2, OMFP fluorescence dephosphorylation (OMFP is methylfluorescein phosphate); Potency, µM (doses to about 76.9 µM), for inactives: at the highest dose activity, negative = inhibition, actives largely listed as inhibitors; 0.006% of 330,000 active; AID 488837; also: potency is read from the fitted curve at half-maximal effect; % is scaled to controls: 0 for no effect and ±100 for the full control effect
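Eya2 protein (added as 0.2 uM solution) was preincubated with compound for 10 min at ambient temperature in 50 mM HEPES pH 7.5, 50 mM NaCl, 5 uM MgCl2, 0.05% BSA, 1 mM DTT. OMFP (added at 50 uM) then reacted 10 min; fluorescence read at 485/525 nm.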
TSHR antagonist: antagonists of human thyroid stimulating hormone receptor | 0.2% of 330,000 active | TSHR-expressing cells, TSH-stimulated cAMP HTRF, 2 h; hits give low values | AID 504810 | P16473 | activity change, negative = inhibition, % at 11.5 µM;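 active = activity change below a set negative limit, meaning inhibition stronger than a set level, cut at about -70% in these data; inconclusive = activity change between two set negative limits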; also: % is scaled to controls: 0 for no effect and ±100 for the full control effect
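Freshly harvested TSHR cells receive pin-tooled compound, then EC80 TSH at 4nM final. After 2 hours at 37 deg C, antibody in lysis buffer and cAMP-d2 are added; 30 minutes at ambient temperature precede the HTRF read.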
USP2a inh: USP2a (human) protease inhibition. Potency, µM (series often up to 38.3 µM), inactives show at the highest dose activity change, negative = inhibition, actives largely listed as inhibitors. AID 463254. USP2 core, Ub-CHOP2 coupled fluorogenic reporter, 485/531. 0.01% of 330,000 active;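 also: potency is read from the fitted curve at half-maximal effect; plate controls were DMSO wells for no effect and full inhibition by NEM control for full effect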
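Deubiquitinase activity read as fluorescence (485/531 nm) after Ub-CHOP2 cleavage activates the enterokinase reporter on its substrate; USP2 core 10nM, Ub-CHOP2 and substrate 25nM each, 30min compound preincubation then 60min RT; data normalized to NEM, curves fitted.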
Menin MLL FP TR: inhibitors of human menin-MLL interaction, mutant MLL peptide; O00255; Menin + Texas Red MLL mutant peptide, fluorescence polarization; Potency, µM (doses to about 61.6 µM), inactives show at the top dose FP activity change, negative = inhibition, hits mostly inhibitors; 0.23% of 270,000 active; active = well fitted inhibition curve with a large enough effect in the polarisation, with a control signal flat, not every such curve was filed as active; inconclusive = small, poorly fitted or top-dose-only effect, or effect the other way, or a change in a side signal; inactive = no such curve, though single readings can be large or run the other way; the % refers to the polarisation; also: potency is read from the fitted curve at half-maximal effect; % of control where 0% means no effect; many of its hits are not listed in these tables
Mito fusion act: inhibitors of mitochondrial division or activators of mitochondrial fusion; Potency, µM (doses to about 46.1 µM), for the others: top-dose growth rescue (activation), most hits filed as activators; 0.23% of 320,000 active; S. cerevisiae fusion-defective mutant growth rescue, CellTiterGlo 48 h;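 also: potency is read from the fitted curve at half-maximal effect; % of control where 0% means no effect; nearly all actives have a fitted effect of over 45% in size; temperature-sensitive fusion mutants such as fzo1-1 at 37 °C on non-fermentable ethanol glycerol medium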
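Read-out: ATP-based luminescence (CellTiterGlo, 10 min ambient) reporting growth of fusion-defective ts yeast after 48 hours at 37C on glycerol/ethanol YPEG medium in the presence of compound.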
S-ASM inh: inhibitors of human secretory acid sphingomyelinase; P17405; placental ASM, HMU-PC fluorogenic substrate, 60 min; Potency, µM (series often up to 57.5 µM), inactives show at the top dose activity change, negative = inhibition, actives largely listed as inhibitors; 0.006% of 340,000 active; AID 504937; also: potency is read from the fitted curve at half-maximal effect
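Human placenta-derived ASM enzyme was preincubated with compound for 10 minutes at room temperature, then given fluorogenic substrate HMU-PC0 (9 uM final) for 60 minutes at 37 °C; a pH 10 stop preceded fluorescence reading at Ex 386/Em 447 nm.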
BCR signal inh: blocks chronic active B-cell receptor signaling | ABC-DLBCL IkBa-CBG/CBR reporter, luminescence ratio, 4 h | Potency, µM (highest dose often 46.1 µM), for the others: top-dose ratio change, negative = lower green/red ratio, actives largely listed as inhibitors | 0.05% of 340,000 active; active = well fitted inhibition curve with a large enough effect in the signal ratio, with a control signal flat, not every such curve was filed as active; inconclusive = small, poorly fitted or top-dose-only effect, or effect the other way, or a change in a side signal; the % refers to the signal ratio;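 also: potency is read from the fitted curve at half-maximal effect; plate controls were basal doxycycline-induced cells for no effect and cells given 10 µM MG132 for full effect; MG132 reads +100%, hits lower the ratio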
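Compounds up to 46 uM were incubated four hours with TMD8 cells whose green CBG68 luciferase is fused to IkappaBalpha; red CBR luminescence normalised the signal, and concentration-effect curves were fitted to fusion, red and ratio data.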
hERG WT inh: KCNH2 (human, wildtype) channel inhibition | Q12809 | activity change, % at 1.84 µM | U2OS, BacMam KCNH2, thallium flux FluxOr; hits give low values | AID 720551 | 0.37% of 340,000 active;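 active = maximum activity change below -70%; inconclusive = maximum activity change between -70% and -50%; inactive = maximum activity change above -50%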; also: % is scaled to controls: 0 for no effect and ±100 for the full control effect
Target sequence (Q12809 whole entry, looked up): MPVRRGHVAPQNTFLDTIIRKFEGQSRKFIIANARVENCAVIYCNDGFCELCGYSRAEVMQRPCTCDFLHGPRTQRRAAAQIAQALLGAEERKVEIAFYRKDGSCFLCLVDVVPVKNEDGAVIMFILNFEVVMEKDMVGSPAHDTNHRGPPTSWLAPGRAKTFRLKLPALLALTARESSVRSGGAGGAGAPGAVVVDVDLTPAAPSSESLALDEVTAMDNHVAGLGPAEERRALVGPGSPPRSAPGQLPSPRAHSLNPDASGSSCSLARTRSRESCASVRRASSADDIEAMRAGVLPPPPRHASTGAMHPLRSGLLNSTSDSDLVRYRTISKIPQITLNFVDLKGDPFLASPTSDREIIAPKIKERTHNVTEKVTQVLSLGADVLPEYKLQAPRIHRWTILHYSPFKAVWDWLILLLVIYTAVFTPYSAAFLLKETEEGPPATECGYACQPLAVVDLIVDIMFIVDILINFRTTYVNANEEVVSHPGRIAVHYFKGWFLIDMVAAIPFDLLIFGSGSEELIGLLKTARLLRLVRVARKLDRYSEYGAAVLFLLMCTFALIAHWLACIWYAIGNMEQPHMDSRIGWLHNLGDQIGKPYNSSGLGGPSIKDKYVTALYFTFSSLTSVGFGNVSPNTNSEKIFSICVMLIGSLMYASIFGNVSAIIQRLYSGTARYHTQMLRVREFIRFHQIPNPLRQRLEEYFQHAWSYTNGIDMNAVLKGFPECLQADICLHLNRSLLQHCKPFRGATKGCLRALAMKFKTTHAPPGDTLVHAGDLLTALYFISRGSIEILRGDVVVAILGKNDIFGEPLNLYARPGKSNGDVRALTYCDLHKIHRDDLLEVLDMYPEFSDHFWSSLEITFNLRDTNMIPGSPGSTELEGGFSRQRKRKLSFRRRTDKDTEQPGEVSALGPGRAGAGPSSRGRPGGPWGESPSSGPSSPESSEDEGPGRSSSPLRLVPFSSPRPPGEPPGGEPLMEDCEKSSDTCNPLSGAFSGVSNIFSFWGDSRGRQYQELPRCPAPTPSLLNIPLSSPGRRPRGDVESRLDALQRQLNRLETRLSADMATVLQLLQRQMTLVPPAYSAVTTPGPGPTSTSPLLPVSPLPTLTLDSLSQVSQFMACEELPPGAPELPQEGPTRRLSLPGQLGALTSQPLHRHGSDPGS
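U2OS cells were transduced with wild-type KCNH2 virus (2.03 x 10^8 / mL) for 4 h at room temperature, then cultured overnight at 37 C. Thallium flux was read with FluxOr dye. Rate constants were normalized to DMSO controls.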
GALK inh: inhibitors of human galactokinase | Purified GALK, Kinase-Glo residual ATP luminescence | Potency, µM (doses to about 57.5 µM), for inactives: at the highest dose activity change, negative = inhibition, most hits filed as inhibitors | 0.007% of 270,000 active | P51570 | AID 1868; also: potency is read from the fitted curve at half-maximal effect; % is scaled to controls: 0 for no effect and ±100 for the full control effect
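ATP-depletion format; final 35 uM ATP, 100 uM D-galactose, 5 nM enzyme; pH 8.0 HEPES/Mg2+ buffer; 60 min RT; luminescence read 10 min after detection reagent.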
The depositor's hits bear a star; ? = inconclusive; . = no result given; [ ] = dose if it differs, or a comment. Unless noted, calls follow the shape of the dose curve; as a rule, active = well fitted curve in the direction sought with a large enough effect; inconclusive = small, poorly fitted or top-dose-only effect, or another doubt; inactive = no such curve, though single readings can be large; an effect the other way counts as inactive or inconclusive. These rows are one share of the data (hit frequency here may not be typical).

SMILES	PKM2 activator	MBNL1-CUG inh	Eya2 phos inh	TSHR antagonist	USP2a inh	Menin MLL FP TR	Mito fusion act	S-ASM inh	BCR signal inh	hERG WT inh	GALK inh
CCC(CO)Oc1cc(NC(=O)c2cccc(Cl)c2)c2ncn(C(C)C)c2c1 (configuration not stated)	.	.	-12%	-9	1%	.	4%	0%	1%	16	.
O=C(CSc1nncn1-c1cccnc1)Nc1cccc([N+](=O)[O-])c1	-3%	1%	-13%	0	1%	28%	-14%	-1%	0%	-26	0%
CN1CCC(NC(=O)c2cccc(Oc3ccccc3)c2)CC1	0%	1%	-1%	6	0%	-11%	-3%	3%	3%	24	7%
COC(=O)/C(=C/c1c[nH]c2ccccc12)[N+](=O)[O-]	5%	-5%	2%	6	0%	21%	1%	-1%	-8%	-12	-1%
O=C(O)c1cc(N2C(=O)C3CC=CCC3C2=O)ccc1NCc1cccnc1 (configuration not stated)	-1%	-2%	28%	17	5%	-1%	0%	10%	9%	3	3%
Cc1ccc(SCC(=O)c2c(C)nc3cc(C)ccn23)cc1	4%	12%	-7%	14	9%	1%	2%	-2%	3%	-8	-3%
CCCn1c(C(O)c2cc(OC)c(OC)c(OC)c2)nc2ccccc21 (configuration not stated)	0%[11.5 µM]	-1%	-15%	-5	-3%	-2%	-1%	-9%	0%	-11	8%
Cc1ccc(CSc2nnc(-c3cccc(S(=O)(=O)N4CCOCC4)c3)n2CC(C)C)cc1	-5%	.	-2%	6	-7%	-23%	5%	-1%	?	0	-1%
CCOc1ccc(NC(=O)CCC(=O)Nc2nnc(CC)s2)cc1	.	-5%	-1%	-2	1%	.	-2%	0%	-1%	2	5%
COc1cc(C2N=C(c3ccccc3)NO2)cc(Br)c1O (configuration not stated)	19%	8%	14%	-7	1%	37%[activator]	21%	-6%	-3%	-2	-1%
NC(=O)CSc1c[nH]c2ccccc12	-1%	4%	-7%	0	1%	5%	-6%	-1%	?	-2	2%
Cc1[nH]c2ccccc2c1NC(=O)CN1CCN(C(=O)c2ccco2)CC1	?	.	7%	7	2%	.	-3%	4%	-1%	-1	0%
Cc1ccc(C)c(C(=O)CCC(=O)Nc2ccc(N3CCN(C)CC3)cc2C)c1	.	.	-26%	.	4%	.	.	2%	0%	-48	.
CCS(=O)(=O)c1nc(S(=O)(=O)c2ccc(C)cc2)c(NCCCN2CCCC2=O)s1	.	1%	-2%	16	2%	-7%	17%	-1%	-2%	-1	6%
COCCCNC(=O)CN(CCc1ccccc1)S(=O)(=O)c1ccc(C)cc1	0%	2%	-23%	8	2%	?	0%	-1%	-1%	-1	0%
CCn1ncc(CN2CCN(Cc3cccc(OC)c3)C(CCO)C2)c1C (configuration not stated)	0%	0%	6%	11	0%	6%	0%	2%	?	7	1%
CSCC[C@@H](C(=O)Nc1ccc2c(c1)OCCO2)N1Cc2ccccc2C1=O	-12%	4%	-7%	-3	-2%	3%	-2%	6%	?	-5	2%
COc1ccc(-c2cc(CNC(C)=O)on2)cc1	-2%	-6%	2%	14	3%	-9%	1%	1%	1%	1	-2%
FCCCOc1ccc(-c2nccc(-c3ccccn3)n2)cc1	.	-6%	-5%	-5	3%	33%[activator]	4%	-6%	?	-8	-1%
CC(C)(C)S(=O)(=O)/C(C#N)=C/c1sccc1C1OCCO1	-3%	?	-6%	-6	0%	.	0%	-2%	10%	-3	0%
CCOC(=O)c1c(C)c(C(=O)NCCCN2CCCC2=O)c(C)n1CC	7%	8%	-6%	-8	0%	-1%	1%	-1%	9%	-12	0%
CCOc1ccc(NC(=O)c2sc3nc4n(c(=O)c3c2C)CCC4)cc1	3%[0.46 µM]	-1%	10%	0	0%	6%	6%	4%	5%	-6	1%
O=C(Oc1cccc(-n2cnnn2)c1)c1sc2ccccc2c1Cl	15%	2%	10%	15	0%	?	-10%	-1%	4%	-1	-1%
CC(=O)c1c(C)oc2ccc(NS(=O)(=O)c3ccccc3)cc12	13%	-9%	11%	-3	2%	?	11%	-3%	3%	-18	16%
Nc1nnc(SCc2ccc(Cl)cc2)s1	-7%	?	-7%	-17	3%	-7%	3%	0%	?	-4	1%
CC(NC(=O)COC(=O)c1ccc(S(=O)(=O)N2CCOCC2)cc1)c1ccccc1 (configuration not stated)	.	.	10%	.	5%	.	.	3%	-1%	-3	.
CC(C)Oc1ccc(S(=O)(=O)N2CCCCC2)cc1NC(=O)C1CSC2(C)CCC(=O)N12 (configuration not stated)	.	.	-6%	-2	-8%	.	-6%	13%	-1%	11	.
COc1ccc(C(=O)CNc2ccc(C)cc2C)cc1	4%	2%	9%	0	1%	.	-5%	1%	?	2	.
COc1cccc(-c2cc(C(=O)Nc3cnn(Cc4ccc(F)cc4)c3)no2)c1	6%	3%	-15%	-7	-1%	5%	-2%	-1%	?	8	1%
CCC1CCCCN1Cc1nc2c(c(=O)n(C)c(=O)n2C)n1Cc1ccccc1 (configuration not stated)	11%	1%	-2%	-10	4%	-20%	1%	11%	1%	8	-2%
CC(C)(CO)CNC1CCCN(C2Cc3ccccc3C2)C1 (configuration not stated)	0%	-1%	2%	-6	3%	-4%	-3%	7%	-7%	-2	1%
Cc1ccc(S(=O)(=O)Oc2ccc(/C=C(/NC(=O)c3ccccc3)C(=O)O)cc2)cc1	0%	9%	7%	-3	0%	-2%	0%	13%	0%	0	1%
CCOC(=O)CNC(c1ccccc1)c1cc(Br)ccc1NC(=O)CCN1CCOCC1 (configuration not stated)	?	.	-21%	-3	5%	-12%	?	0%	?	.	0%
O=C(c1cccc(S(=O)(=O)N2CCc3ccccc32)c1)N1CCCC(C(F)(F)F)C1 (configuration not stated)	.	.	-8%	0	-1%	.	16%	2%	?	2	.
COc1ccccc1CN(C)c1nnnn1-c1ccccc1	0%	-7%	-3%	-11	2%	-15%	-2%	-5%	-6%	1	-1%
O=C(Nc1cccnc1)c1ccc(COc2ccccc2Cl)o1	2%	3%	-5%	-11	4%	17%	12%	-1%	-19%	-10	.
Nc1cccc2c1C(=O)N(C(=O)c1ccco1)C2=O	-1%	.	19%	1	4%	.	1%	61%[activator]	?	31	-1%
CCC(Sc1nccn1C)C(=O)Nc1ccc(Cl)cn1 (configuration not stated)	0%	-13%	16%	-1	3%	-7%	-3%	2%	14%	-23	-2%
CCNc1nc(NCC)n2c(SCc3ccc(F)cc3)nnc2n1	-3%	-12%	2%	13	-1%	-18%	-2%	2%	6%	4	0%
CCOC(=O)C(=O)/C(=C\N(C)C)c1onc(-c2c(Cl)cccc2Cl)c1C(=O)OC	5%	?	10%	7	-3%	9%	-8%	43%[activator]	8%	-5	0%
O=C(NC1CCCC1)C(c1ccncc1)N(CC1CCCO1)C(=O)Cn1nnc(-c2cccs2)n1 (configuration not stated)	0%	-7%	-31%	1	4%	4%	0%	0%	7%	0	0%
O=C(NC1CCN(c2ncccn2)CC1)c1cccc(F)c1	.	-5%	-2%	-1	-1%	-7%	1%	3%	1%	-1	.
C=CCc1c(C)nc(N2CCSCC2)[nH]c1=O	0%	-5%	1%	-4	4%	.	-3%	1%	.	1	0%
CC(=O)c1ccc(NC(=O)CSc2nnc(-c3ccco3)o2)cc1	.	0%	-14%	6	1%	.	1%	0%	0%	1	5%
O=C(CSc1nnc(SCc2ccc(Cl)cc2)s1)N/N=C/c1ccc(Cl)cc1Cl	-6%	-3%	1%	-6	-6%	-23%	-8%	-14%	1%	8	-1%
CCC(=O)Nc1cc(C)c(NC(=O)C23CC4CC(CC(C4)C2)C3)cn1	-1%	-23%	3%	5	1%	20%	0%	3%	-10%	-3	2%
CCC(C)[C@H](NC(=O)N1CCC(C)CC1)C(=O)O (some centres not stated)	3%	-4%	?	-5	9%	.	0%	-3%	8%	-21	-1%
CC(C)(C)OC(=O)NCCCC[C@@H](C(=O)NCCCCCCCCCCC(=O)N1CCN(C(=O)OC(C)(C)C)CC1)n1cc(CCO)nn1	.	.	-2%	-21	-1%	.	-6%	10%	?	4	.

Compound activity deposited in PubChem by National Center for Advancing Translational Sciences (NCATS).
